# Screens (PubChem BioAssay)
# AmpC inh detg = inhibitors of E. coli AmpC beta-lactamase with detergent | 0.041% of 370,000 active | AmpC hydrolysis of nitrocefin, absorbance 480 nm, 0.01% Triton | AID 485294 | P00811 | Potency, µM (highest dose often 114 µM), without a hit: top-dose activity change, negative = inhibition, actives largely listed as inhibitors;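 note: potency is the fitted concentration of half-maximal effect; 0% = no-compound wells and -100% = no-enzyme wells; nearly all actives have a fitted effect of over 25% in size; some results filed as inactive show a strong effect at the top dose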
# Target sequence (P00811 whole entry, looked up): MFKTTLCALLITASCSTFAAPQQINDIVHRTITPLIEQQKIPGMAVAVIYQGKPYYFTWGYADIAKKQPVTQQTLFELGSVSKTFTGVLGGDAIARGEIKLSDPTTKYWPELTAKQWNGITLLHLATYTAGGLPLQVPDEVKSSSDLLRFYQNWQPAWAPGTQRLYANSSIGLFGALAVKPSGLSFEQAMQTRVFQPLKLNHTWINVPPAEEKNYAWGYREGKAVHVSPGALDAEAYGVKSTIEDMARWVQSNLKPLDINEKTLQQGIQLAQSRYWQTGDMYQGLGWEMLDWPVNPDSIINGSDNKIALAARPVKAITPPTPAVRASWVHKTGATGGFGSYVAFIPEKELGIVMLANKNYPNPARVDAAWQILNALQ
#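 20 mM phosphate pH 7.0 + 0.01% (detergent screen) or 0.0001% Triton X-100; 5.3 nM AmpC reagent; cpd preinc 15 min RT; nitrocefin (800 uM stock) to start; A480 q20 s × 4 min; Activity was normalised to no-enzyme and no-compound control wells.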
# HCMV inh = human cytomegalovirus inhibition; HFF cells, HCMV-luciferase reporter, 72 h; hits give low values; activity change, negative = inhibition, % at 57.5 µM; 4.5% of 410,000 active; in the data active = activity change below about -60%; inconclusive = no clear call, values can overlap the other calls; inactive = above about -39%
#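 Compounds were evaluated in HFFs infected with an HCMV luciferase reporter virus (MOI 1 PFU/cell). Luciferase in lysates collected 72 h post infection served as the replication measure.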
# Giardia FBPA inh = Giardia lamblia aldolase inhibition. purified Giardia FBPA. A8B2U2. 0.71% of 290,000 active. Potency, µM (top dose mostly 59.6 µM), for inactives: top-dose activity, negative = inhibition, hits mostly inhibitors; note: potency is the fitted concentration of half-maximal effect; nearly all actives have a fitted effect of over 55% in size
# Target sequence (A8B2U2 whole entry, looked up): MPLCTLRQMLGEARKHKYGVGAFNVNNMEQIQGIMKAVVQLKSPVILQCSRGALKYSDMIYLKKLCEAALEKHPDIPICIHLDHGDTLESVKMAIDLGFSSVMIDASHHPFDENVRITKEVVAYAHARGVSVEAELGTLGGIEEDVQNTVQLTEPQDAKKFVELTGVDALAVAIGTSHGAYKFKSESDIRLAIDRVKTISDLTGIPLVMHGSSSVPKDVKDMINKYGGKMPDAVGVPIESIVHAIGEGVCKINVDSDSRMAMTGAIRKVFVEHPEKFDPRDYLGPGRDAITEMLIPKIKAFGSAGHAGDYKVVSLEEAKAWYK
#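 40 nM FBPA preincubated 10 min at RT with compound (up to 57.5 uM final), then substrate plus GAPDH/TPI/NAD/arsenate coupling and diaphorase/resazurin added. Fluorescence read after 20 min at RT, 525/598 nm.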
# Sm TGR block = inhibitors of Schistosoma mansoni thioredoxin glutathione reductase; AID 485364; purified TGR, DTNB reduction, TNB absorbance 405 nm; 3% of 360,000 active; Q962Y6; Potency, µM (highest dose often 114 µM), without a hit: at the highest dose activity change, negative = inhibition, hits mostly inhibitors; note: potency is the fitted concentration of half-maximal effect; nearly all actives have a fitted effect of over 60% in size
#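 First, TGR (20 nM dispensed) and NADPH were mixed with compound. Second, a 15 min room-temperature incubation followed. Third, further NADPH and then DTNB were added to start the reaction. Finally, TNB absorbance was monitored kinetically.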
# HCV inh = HCV inhibition | Huh7.5.1 HCVcc-Cre infection, luciferase reporter, 44 h | Potency, µM (top dose mostly 41.8 µM), inactives show at the top dose activity change, negative = inhibition, most hits filed as inhibitors | 3.4% of 340,000 active | AID 651820; note: potency is the fitted concentration of half-maximal effect
#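 After 44 h co-culture of compound, cells and HCVcc-Cre (~0.5 moi), substrate is added for 15 min at room temperature and luciferase measured over 15 sec. Cells were seeded at 1,000/well and pre-cultured 4 h.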
# AmpC inh no detg = blocks E. coli AmpC beta-lactamase in detergent-free assay; Potency, µM (top dose mostly 57.1 µM), inactives show at the highest dose activity change, negative = inhibition, hits mostly inhibitors; AID 485341; 0.52% of 330,000 active; P00811; AmpC nitrocefin hydrolysis, absorbance 480 nm, 0.0001% Triton;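 note: potency is the fitted concentration of half-maximal effect; plate controls were no compound for no effect and no enzyme for full effect; nearly all actives have a fitted effect of over 20% in size; some results filed as inactive show a strong effect at the top dose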
#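 20 mM phosphate pH 7.0 + 0.01% (detergent screen) or 0.0001% Triton X-100; 5.3 nM AmpC reagent; cpd preinc 15 min RT; nitrocefin (800 uM stock) to start; A480 q20 s × 4 min; Activity was normalised to no-enzyme and no-compound control wells.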
# An asterisk follows results filed as active; u = inconclusive; x = not tested or not shown; & = joins results of further samples; [ ] = remark or other dose. Unless noted, calls come from the whole dose curve; as a rule, active = well fitted curve in the direction sought with a large enough effect; inconclusive = small, poorly fitted or top-dose-only effect, or another doubt; inactive = no such curve, though single readings can be large; an effect the other way counts as inactive or inconclusive. Unless noted, % is set by controls: 0 for no effect and ±100 for the full control effect.
SMILES,AmpC inh detg,HCMV inh,Giardia FBPA inh,Sm TGR block,HCV inh,AmpC inh no detg
CCOc1cc(/C=N/NC(=O)c2ccccc2-n2cccc2)ccc1O,3%,-13,x,-7%,u,-25%
CCS(=O)(=O)c1nc(S(=O)(=O)c2ccc(C)cc2)c(N2CCC(C)CC2)s1,2%,u,x,-7%,u,32%
CC1CCN(c2cc(N3CCN(C(=O)c4ccc(F)c(F)c4)CC3)c([N+](=O)[O-])cc2F)CC1,u,u,-4%,4%,u,-22%
CCCn1c(=O)c2c(nc3n2CCS3)n(C)c1=O,-12%,-17,3%,5%,-26%,-8%
COC(=O)c1ccccc1NC(=O)Cn1nc(C(F)(F)F)c2c1CCCC2,-3%,u,x,5%,x,x
Cc1ccc(NC(=O)CN2CCCC2)c2c1CC(C)(C)O2,6%,-31,0%,6%,-7%,-3%
Nc1cccc(-c2nc3ncccc3o2)c1,3%,62,0%,0%,10%,-2%
O=C(NCCc1ccccc1)C(=O)NCCC1CCCCN1S(=O)(=O)c1cccs1 (centres undefined),0%,-38,x,0%,u,-11%
Cc1cccc(NC(=O)c2nc[nH]c2C(=O)NCCCCCCNC(=O)c2[nH]cnc2C(=O)Nc2cccc(C)c2)c1,7%,6,x,-3%,10%,-11%
N#CCOc1nc(N2CCOCC2)nc(N2CCOCC2)n1,0%,13,4%,8%,-2%,-7%
Cc1ccc(NC(=O)CCS(=O)(=O)c2ccc3c(c2)NC(=O)C(C)S3)nc1 (centres undefined),-8%,0,x,-34%,-1%,-26%
CC1=NNC(=O)C1CC(=O)N/N=C/c1cccs1 (centres undefined),-2%,43,0%,7%,4%,-9%

# Two of the compounds above, with values under each structure:
# Screens in order: AmpC inh detg, HCMV inh, Giardia FBPA inh, Sm TGR block, HCV inh, AmpC inh no detg
> Cc1ccc(NC(=O)CN2CCCC2)c2c1CC(C)(C)O2
    6%, -31, 0%, 6%, -7%, -3%
> COC(=O)c1ccccc1NC(=O)Cn1nc(C(F)(F)F)c2c1CCCC2
    -3%, u, x, 5%, x, x

# (next part)
SMILES,AmpC inh detg,HCMV inh,Giardia FBPA inh,Sm TGR block,HCV inh,AmpC inh no detg
COc1ccc(-c2noc(C3CCCN(S(=O)(=O)c4ccc(C)c(Cl)c4)C3)n2)cc1OC (centres undefined),u,-18,0%,-18%,u,-1%
CCc1ccc(-c2[nH]nc3nc(-c4cc(OC)ccc4OC)cc(C(=O)O)c23)cc1,12%,10,x,2%,x,x
COc1ccc(-c2nnc3ccc(SCC(=O)Nc4nc5ccc(C)cc5s4)nn23)cc1OC,1%,-7,3%,-5%,6%,-41%
COc1ccc(CNC(=O)CN2C(=O)CC(c3ccc(C)c(C)c3)=Nc3ccccc32)cc1,23%,43,x,6%,x,x
Cc1ccccc1CN1CCN(c2ccc(S(=O)(=O)N3CCCC3)cn2)CC1,-4%,-64*,x,0%,u,-28%
O=C(CN(C(=O)Cn1nnc(-c2ccc(F)cc2)n1)c1cnc2ccccc2c1)NCC1CCCO1 (centres undefined),3%,-24,-3%,-1%[57.1 µM],5%,117%[activator]
Cn1c(=O)c(=O)n(C)c2cc(S(=O)(=O)N3CCN(c4ccccc4F)CC3)ccc21,0%&-4%,u,-3%,-2%&34%,-20%,-19%
CCOC(=O)CNC(=O)N1[C@H](c2cccs2)[C@@H](C)C(=O)[C@@H](C)[C@@H]1c1cccs1,-5%,-8,x,-15%,x,x
O=C(Nc1ccc(F)cc1)Nc1nnc(SCC(=O)N2CCCCC2)s1,2%,-75*,x,0%,x,x
COc1ccc(C2CC(=O)C3=C(C2)Nc2ccccc2N(C(=O)CCC(=O)O)C3c2ccc(F)cc2)cc1OC (centres undefined),-1%,3,8%,8%,0%,10%
CCOc1cc(NC(=S)Nc2cccc(OC)c2)c(OCC)cc1NC(=O)C(C)C,u,19,-7%,-3%,-25%,-8%
CNC(=O)C1=C(C)NC(=S)NC1c1cc2c(cc1OC)CCCC2 (centres undefined),-16%,24,8%,7%,5%,-17%

# Retrieved one by one from the entries so far (seven):
SMILES,AmpC inh detg,HCMV inh,Giardia FBPA inh,Sm TGR block,HCV inh,AmpC inh no detg
Cn1c(=O)c(=O)n(C)c2cc(S(=O)(=O)N3CCN(c4ccccc4F)CC3)ccc21,0%&-4%,u,-3%,-2%&34%,-20%,-19%
CCOC(=O)CNC(=O)N1[C@H](c2cccs2)[C@@H](C)C(=O)[C@@H](C)[C@@H]1c1cccs1,-5%,-8,x,-15%,x,x
COc1ccc(CNC(=O)CN2C(=O)CC(c3ccc(C)c(C)c3)=Nc3ccccc32)cc1,23%,43,x,6%,x,x
COc1ccc(-c2noc(C3CCCN(S(=O)(=O)c4ccc(C)c(Cl)c4)C3)n2)cc1OC (centres undefined),u,-18,0%,-18%,u,-1%
CCc1ccc(-c2[nH]nc3nc(-c4cc(OC)ccc4OC)cc(C(=O)O)c23)cc1,12%,10,x,2%,x,x
COc1ccc(-c2nnc3ccc(SCC(=O)Nc4nc5ccc(C)cc5s4)nn23)cc1OC,1%,-7,3%,-5%,6%,-41%
CNC(=O)C1=C(C)NC(=S)NC1c1cc2c(cc1OC)CCCC2 (centres undefined),-16%,24,8%,7%,5%,-17%

# Next compounds follow:
SMILES,AmpC inh detg,HCMV inh,Giardia FBPA inh,Sm TGR block,HCV inh,AmpC inh no detg
CCn1c(-c2cc(-c3ccc(C)c(C)c3)nc3ccccc23)n[nH]c1=S,7%,x,0%,18%,x,-39%
O=C1C2C3C=CC(C3)C2C(=O)N1Cc1ccc(CN2C(=O)C3C4C=CC(C4)C3C2=O)cc1 (centres undefined),-14%,u,9%,2%,9%,-10%
Cc1ccc(S(=O)(=O)N2CCC(C(=O)N[C@@H](Cc3ccccc3)C(=O)O)CC2)cc1,-6%,21,25%,79µM*,16%&3%,-12%
CCOC(=O)c1cccc(NC(=O)CC2Oc3ccccc3NC2=O)c1 (centres undefined),-13%,-16,6%,11%,2%,-25%
CCCNC(=S)N1CC2(C)CN(C(=O)C(=O)OCC)CC(C)(C1)C2=O,2%,-12,-3%,4%,3%,-46%
CCN(CC)c1ccc(CNCc2cccs2)cc1,-7%,-29,-16%,-1%,u,-17%
COc1ccc(CCN(C)CCc2ccc(OC)c(OC)c2)cc1OC,x,-7,-3%&1%,x,-21%,x
CC(C(=O)OCC(=O)c1ccc(Br)cc1)N1C(=O)C2C3CCC(C3)C2C1=O (centres undefined),-10%,-25,x,-14%,6%,60%[activator]
COc1ccc(N2CC(NS(=O)(=O)c3cccnc3)CC2=O)cc1 (centres undefined),u,-15,x,-9%,17%,-3%
CC(Sc1ccccc1)C(=O)NN=C1CCN(C)CC1 (centres undefined),-14%,-17,-3%,0%,-3%,-30%
CC(C)c1ccc(NC(=O)CN2C(=O)COc3ccc(S(=O)(=O)N4CCOCC4)cc32)cc1,2%&11%,0&-4,x,-8%&6%,u,2%
Cc1ccccc1N(CC(=O)NCC1CCCO1)C(=O)CCC(=O)Nc1nccs1 (centres undefined),-2%,-1,-11%,-6%,-1%,-3%
Cc1nn(CC(=O)NCCN2CCOCC2)c(=O)c2cc3sccc3n12,-3%,0,x,-1%,11%,-10%
COCCCNC(=O)C1CCN(c2nc3ccc(C)cc3[nH]2)CC1,18%,0,x,-2%,x,x
CCOc1ccc(CCNC(=O)c2cccc(NC3=NC4CS(=O)(=O)CC4S3)c2)cc1 (centres undefined),u,23,-4%,-22%,4%,26%
COc1ccc(NC(=O)COC(=O)CCC2CCCCC2)cc1,x,-25,x,x,0%,-21%
CCC1=[N+](CC(=O)c2ccc(C)cc2)CCn2c(C)ccc21,-11%,-63*,3%,-34%,u,8%
Cc1ccccc1CC(=O)N1CCN(C(=O)c2ccco2)CC1,0%,-37,10%,3%,8%,-14%
CC(C)c1ccc2nc3sc(C(=O)N4CCc5ccccc5C4)c(N)c3cc2c1,u,36,-14%,-2%,10µM*,-36%
COC(=O)Cc1c(C)nc2nc(NCc3c(F)cccc3Cl)[nH]n2c1=O,3%,-13,-14%,-1%,15%,-17%
COc1ccc(Cl)cc1N(C(C)=O)c1nc(C)cc(C)c1C#N,-12%,34,4%,14%,13%,16%
COc1ccc2nc3sc(C(=O)NCCN4CCc5ccccc5C4)cc3cc2c1,u,8,u,-2%,-29%,-13%
Cc1cc2c(=O)oc(-c3ccc(Br)cc3)nc2s1,-2%,11,2%,3%,0%,-22%
Cc1ccccc1Nc1nc(N)nc(COc2ccc(C#N)cc2)n1,-4%,-19,0%,-14%,-8%,-7%
O=C(CCc1nnc2n(Cc3ccc(Cl)cc3)c(=O)c3ccccc3n12)NCCCN1CCOCC1,-11%,15,10%,-22%,-19%,34%
COc1ccc(NC(=O)C2CCCCC2)cc1S(=O)(=O)N1CCOCC1,x,11,x,x,3%,-13%
CCN(CC)CC(=O)c1c[nH]c2ccc(C)cc12,u,35,6%,u,-13%,-30%
Cc1cc(C(F)(F)F)nn1CC(=O)NCc1ccco1,1%,-4,1%,u,-2%,17%
Cc1cc(C)[n+](C)n1CC(O)Cn1c2ccccc2c2ccccc21 (centres undefined),1%,u,4%,-13%,-9%,17%
O=Cc1ccc(Oc2cccc(C(F)(F)F)c2)nc1,u,-24,-5%,6%,18%,-6%
Cc1ccc(-c2cnc(NCc3ccc(C(C)C)cc3)n2C)cc1,1%,-37,x,0%,x,x
CC1(C)Cc2c(C#N)c(OCC(=O)c3ccc(Cl)cc3)nc(-c3ccco3)c2CO1,u,8,5%,u,2%&5%,-15%
Cc1ccc(C)c(OCCCC(=O)Nc2ccccc2C(N)=O)c1,2%,-19,-3%,u,-23%,-2%
COc1cccc(-n2cc(C(=O)Nc3cc(C)c(Cl)cc3OC)c3ccccc3c2=O)c1,20%,u,x,-4%,x,x
CCN(CC(=O)Nc1cc(C)nn1-c1nc(C)cc(C)n1)Cc1ccccc1,-17%,u,-1%,-22%,u,104%[activator]
COc1ccc(-n2c(=O)[nH]cc(C(=O)Nc3ccc4c(c3)OCO4)c2=O)cc1OC,1%,34,-10%,13%,x,-3%
Cn1c(CC(=O)Nc2ccccc2Cl)nnc1SCC(=O)NC1CCCCC1,-8%,14,3%,-10%,13%,1%
O=C(NC1CCCCC1)C1CCN(C(=O)c2ccccc2Cl)CC1,-5%,10,0%,-5%,7%,-9%
O=S(=O)(c1ccccc1)N1CCN=C1SCc1ccc(Cl)c(Cl)c1,-6%,-74*,-8%,-2%,u,-29%
N#Cc1cc(-c2ccccc2)nn1-c1ccccc1,u,21,u,0.63µM*,u,-25%
NC(=O)CSc1nnc2sc3ccccc3n12,-14%,10,1%,-1%,15%,-12%
O=C(C1CC1)N1CCCC(c2ccc(Cl)cc2)=N1,-14%,14,11%,1%,u,19%
COc1ccc(NS(=O)(=O)c2cccc(C(=O)N3CCCC3)c2)cc1,-16%,-12,x,0%,12%,-1%
Cc1c(NC(=O)COc2ncnc3ccccc23)c(=O)n(-c2ccccc2)n1C,-8%,-26,2%,35µM*,-3%,-24%
CC1(CC(=O)Nc2ccccc2)NC(=S)N(c2ccccc2)N1 (centres undefined),-3%,39,u,-22%,0%,-32%
COc1ccc(C(=O)Nc2cccc(C(=O)N3CCCC3)c2)cc1,-1%,28,-4%,66%[activator],-1%,-5%
COc1ccc2c(c1)CC(C(=O)NCCN1CCN(c3ccccc3F)CC1)CO2 (centres undefined),4%,-10,x,2%,x,x
O=C(Cn1cccc1)N1CCN(c2ccc(F)cc2)CC1,u,-9,4%,u,4%,-6%
